# Source: PubChem BioAssay (NCI)
# NCI-60 one-dose screen, 48 h, at 10 µM unless noted. Numbers give growth in % (100 = growth as untreated, 0 = no growth, -100 = all killed).
# OVCAR-4 = OVCAR-4 ovarian cancer cells; actives 3.7% (n = 80,000)
# IGROV1 = IGROV1 ovarian cancer. AID 1794786. actives 4.7% (n = 79,000)
# OVCAR-3 = OVCAR-3 ovarian cancer; actives 7% (n = 79,000); AID 1794787
# SK-OV-3 = SK-OV-3 ovarian cancer cells; actives 3.2% (n = 80,000); AID 1794785
# NCI/ADR-RES = NCI/ADR-RES ovarian cells; actives 4.4% (n = 81,000); AID 1794790
# NCI-H522 = NCI-H522 lung cancer; AID 1794739; actives 8% (n = 78,000)
# OVCAR-5 = OVCAR-5 ovarian cancer; actives 2.9% (n = 82,000)
# NCI-H23 = NCI-H23 lung cancer; actives 4% (n = 80,000); AID 1794731
# OVCAR-8 = OVCAR-8 ovarian cancer; actives 4.4% (n = 81,000)
# An asterisk follows results filed as active; / = no result given; & = joins results of further samples; [ ] = remark or other dose. Rule for the calls: active = growth percent below 10; inactive = the rest.
SMILES,OVCAR-4,IGROV1,OVCAR-3,SK-OV-3,NCI/ADR-RES,NCI-H522,OVCAR-5,NCI-H23,OVCAR-8
COc1cc(CC2Sc3nc4ccccc4n3C2=O)cc(I)c1O (centres undefined),96.8,110.5,97.6,96.7,92.9,99.3,102.1,94.2,97.4
CCCCCCCNc1nc(Cl)ncc1-c1ccc(C(F)(F)F)cc1,112.0,105.7,105.8,92.1,93.4,94.6,98.5,101.5,106.9
CCOC(=O)/C=C/COC(=O)[C@@H]1CCCN1C(=O)CNC(=O)OC(C)(C)C,96.9,105.4,102.9,110.5,110.4,83.3,122.8,107.3,102.8
FC(F)(F)c1nc2ccccc2n1Cc1nnc(SCc2cn(-c3cccnc3Cl)nn2)o1,104.7,101.1,101.0,99.9,97.6,64.7,97.0,104.8,92.9
COc1ccc(C(C#N)C(=O)c2cc(OC)c3c(c2)OCCO3)cc1 (centres undefined),101.2,109.7,117.6,106.3,106.1,97.8,109.1,113.7,101.1
Clc1ccc(C2=CSC3=NCCN23)cc1,96.0&102.2,82.4&109.5,104.2&110.4,98.8&99.6,100.6&102.5,76.3&87.3,100.1&98.7,101.4&102.4,102.4&107.2
CC(C)OC(=O)CC(=O)OC(C)C,107.3,108.9,112.1,112.7,96.8,72.3,107.4,100.9,98.8
CC(C)(C)c1ccc(S(=O)(=O)N[C@H]2CC[C@H]3[C@@H]4CCc5cc(O)ccc5[C@H]4CC[C@]23C)cc1,51.4,44.6,37.3,87.0,46.4,31.8,92.7,50.3,50.0
O=C(O)/C=C(/C(=O)O)C1CCCC1,99.3,/,104.5,107.6,109.4,93.7,105.0,100.5,91.3
Cc1nc2ccccc2nc1SCc1nnc(Nc2ccccc2)s1,93.4,112.6,109.5,102.0,96.6,87.4,96.6,94.1,95.7
CNCCCn1c2c(c3ccc(Cl)cc3c1=O)C(=O)c1cc(OC)cnc1-2,58.8,50.3,49.3,23.7,46.5,10.1,91.9,34.0,40.8
Clc1ccc(-c2nnc(Cn3ccnc3)o2)cc1,101.5,108.4,116.3,107.1,106.2,114.8,96.2,93.9,/
N#Cc1c(NC(=O)c2ccccc2C(F)(F)F)sc2c1CCC(=O)C2,2.9*,15.2,4.1*,91.1,4.7*,-4.8*,8.8*,3.2*,16.3
CC[C@@](C)(Nc1ccnc(-c2c[nH]c3ncccc23)n1)C(=O)NCC(F)(F)F,85.4,81.3,103.1,56.9,93.3,62.3,60.1,77.4,79.3
Cc1nc2nc(SCCC(=O)O)[nH]c2c(=O)[nH]1,113.0,107.0,109.4,87.9,108.9,69.8,104.1,106.5,/
Cc1cc(=O)[nH]c(=S)[nH]1,111.0&108.2,107.9&107.9,135.3&118.5,122.3&110.7,103.0&97.1,124.6&95.6,97.4&97.8,98.6&95.2,101.5&99.6
O=C1/C(=C\c2cccc(OCc3ccc(F)cc3)c2)N=C2SCCCN12,70.7,64.4,77.8,100.2,73.5,59.3,84.7,81.8,79.3
O=c1nc2sc3ccccc3cc-2s1,92.9,102.1,105.6,105.0,102.3,91.0,98.0,100.9,101.0
CN(C)c1nn2c(-c3ccccc3)nnc2o1,109.9,104.9,131.0,109.5,107.5,97.2,108.7,106.5,117.8
CCCCCOC(=O)c1ccc(NC(=O)CNCC(C)C)cc1,101.0,93.4,101.3,95.4,101.2,70.1,98.9,99.4,96.1
O=C(NCn1c(=O)[nH]c2ccccc2c1=O)OCc1ccccc1,96.4,100.9,103.9,96.9,94.2,79.5,96.7,98.0,105.9
O=C(O)Cc1ccc(C(=O)O)cc1,97.1,107.0,104.5,91.6,105.2,104.6,89.1,95.5,108.4
COc1ccc([C@H]2[C@H](C(=O)O)c3ccccc3C(=O)N2c2ccc(OC)cc2)cc1,98.2,99.8,101.0,119.1,93.0,115.6,86.6,93.9,103.6
CC1(C)CCc2cc(-c3ccn(S(=O)(=O)c4ccc(C(C)(C)C)cc4)n3)ccc2O1,63.2,93.3,91.8,/,82.5,66.5,99.6,83.8,84.5
CCOc1ccc(Nc2nc3ccccc3s2)cc1,/,112.4,107.8,126.0,108.3,99.2,130.0,103.0,109.7
CCOC(=O)c1ccc2c(c1)nc(/C=C/c1cc(OC)c(OC)c(OC)c1)n2-c1cc(C(C)(C)C)[nH]n1,89.0,114.1,84.0,95.8,87.2,60.8,93.1,89.9,69.7
CN1CCN(c2ccc(Nc3nc(NCCNS(=O)(=O)c4ccccc4)c4sccc4n3)cc2)CC1,92.5,95.9,/,106.6,100.6,95.0,102.3,97.5,105.6
COc1ccc(-c2cc(-c3ccc(Cl)cc3)c(C#N)c(=O)n2CCCCC(=O)NO)cc1,74.9,69.0,75.0,89.3,10.8,58.8,63.9,84.9,53.9
CC1=C(C(=O)Nc2ccccc2)C(c2ccc3ccccc3c2)n2c(nc3ccccc32)N1 (centres undefined),-35.4*,67.4,-21.9*,107.1,41.4,63.0,97.9,73.3,6.2*
COc1ccc(/C=N/NC(=O)CSc2nc3ccccc3c(=O)n2CCc2ccc(S(N)(=O)=O)cc2)cc1,90.6,92.1,84.5,87.4,103.4,58.4,102.2,82.4,59.8
O=C(C(=O)c1cc(Br)ccc1O)c1cc(Br)ccc1O,42.2,32.3,15.9,79.6,32.8,/,93.4,19.8,64.2
COc1ccc(-n2ncn(Cc3cc(=O)oc4ccc(C)cc34)c2=O)cc1,94.6,85.8,106.3,88.7,88.3,77.9,95.9,90.1,92.1
NC(=Nc1ccccc1)SCCCCCCSC(N)=Nc1ccccc1,/,64.4,69.4,72.5,46.5,63.4,79.4,65.3,69.9
Brc1ccc(-c2cc(-c3ccc4c(c3)OCCO4)n[nH]2)s1,71.7,34.6,/,55.1,6.6*,20.9,58.1,40.6,36.0
CCCCCOC(=O)c1ccc(C)cc1,104.7,/,115.7,125.4,109.2,106.7,109.7,100.9,116.7
Cc1ccc(S(=O)(=O)NC(=O)O/N=C/c2ccc3c(c2)OCO3)cc1,106.2,103.9,112.1,107.2,107.5,107.5,99.5,105.7,98.9
COc1ccc(C2=CC(c3ccc4c(c3)OCO4)NC(=O)N2)cc1 (centres undefined),87.2,85.4,102.3,95.9,95.4,80.9,95.4,95.8,96.4
CC(=O)OC[C@]12CC[C@@H](C(=O)CBr)[C@@H]1[C@H]1CC[C@@H]3[C@@]4(C)CCCNC(C)(C)[C@@H]4CC[C@@]3(C)[C@]1(C)CC2,/,-61.3*[100 µM],-85.3*[100 µM],-86.8*[100 µM],-38.8*[100 µM],-81.4*[100 µM],-74.4*[100 µM],-64.3*[100 µM],-26.1*[100 µM]
C=CCOc1c(CCC)cc(C(=O)O)cc1CCC,106.4,99.2,98.9,110.2,102.6,101.0,94.2,101.1,105.9
CCCCNC(=O)c1[nH]cc(-c2ccccc2)c1-c1cc(OC)c(OC)c(OC)c1,100.1,99.8,106.3,117.4,102.4,95.9,102.7,100.1,102.4
COc1c(C2CC(=O)Nc3c2cnn3Cc2ccco2)cc2c(c1OC)OCO2 (centres undefined),39.2,52.8,-35.9*,-9.0*,4.9*,-2.1*,40.8,29.9,18.0
Cc1ccc(-n2c(-c3ccccc3)c(-c3ccccc3)c3c(SCC(=O)N/N=C/c4ccc([N+](=O)[O-])cc4)ncnc32)cc1,87.0,77.3,87.6,96.1,88.6,87.2,99.3,76.0,87.1
Nc1ccc(SCc2nc3cccc4c3n2CCC4)cc1,98.5,/,109.6,108.6,101.6,98.3,98.5,97.0,103.5
COC1=C(Nc2ccccc2)C(=O)C(OC)=C(Nc2ccccc2)C1=O,100.4,105.9,106.0,97.3,106.9,97.0,105.5,99.6,104.4
Cc1cccc(CC2(O)C(=O)Nc3ccccc32)n1 (centres undefined),112.1,120.9,105.7,111.8,100.4,91.0,114.0,106.1,104.9
CC1=NN(c2ccccc2)C(=O)C1C(=S)SC1CC(=O)NC1=O (centres undefined),104.4,/,101.8,105.6,106.3,95.4,108.1,93.8,105.2
Cc1ccc(C(=O)Nc2ccc(CNCCN3CCNCC3)c(C(F)(F)F)c2)cc1C#Cc1cnc2cccnn12,-23.0*,11.8,-20.5*,114.4,71.6,-33.9*,51.8,4.9*,2.7*
Nc1c(I)cc(I)cc1C(=O)O,104.9,105.3,108.8,95.4,107.2,93.7,97.2,112.2,101.1
O=C1/C(=C\c2cccn2Cc2ccc(Cl)cc2)c2ccccc2N1c1c(Cl)cccc1Cl,40.2,63.0,82.3,86.7,78.3,76.6,86.8,86.3,85.2
O=C(/C=C/c1cccc([N+](=O)[O-])c1)OCc1ccc2cc1OCC#C/C=C\C#CCO2,94.7,119.2,117.3,100.6,98.1,86.1,102.5,97.9,105.5
COc1ccc(/C=C(/NC(=O)c2ccccc2)C(=O)O)cc1OC,107.3,115.1,101.8,102.7,96.7,95.3,104.6,94.8,102.3
O=S(=O)(O)c1cc(Cl)cc(N=Nc2ccc(O)cc2O)c1O,94.9,130.2,98.6,120.6,113.6,104.8,111.1,109.9,93.3
CCSc1nc2sc3c(c2c(=O)n1-c1ccccc1)CCCCC3,106.2,108.9,113.2,95.1,96.1,85.8,105.6,106.0,96.1
Cc1cccn2c(C(=O)/C=C/c3ccc(N(C)C)cc3)cc(C(=O)/C=C/c3ccc(N(C)C)cc3)c12,100.8,99.0,115.7,105.0,96.7,88.2,105.4,106.2,101.2
COc1ccc(C2C(c3nn[nH]n3)=C(N)Oc3c2ccc2ccccc32)cc1 (centres undefined),83.7,53.6,64.7,79.5,28.3,23.9,103.9,69.1,83.8
COc1ccc(-c2cc(-c3ccc(OC)c(OC)c3)nc(SCCCCCCC(=O)O)n2)cc1,110.3,101.5,113.4,107.4,105.8,97.5,107.5,105.3,100.8
CCC(N)COC(=O)c1ccccc1 (centres undefined),107.9,105.8,100.5,100.4,109.7,93.9,112.3,103.0,95.6
c1ccc2c(c1)-c1ccccc1C2N1CCOCC1,100.3,79.1,115.5,110.5,97.2,/,97.4,93.9,101.3
COc1ccccc1Nc1ccc(N)cc1S(=O)(=O)O,107.6,100.5,99.5,84.1,97.7,86.5,97.4,101.0,102.7
COC(=O)C(C)(C)C1Oc2ccc(OC)cc2C(=O)/C1=C\NS(=O)(=O)c1ccc(OC)cc1 (centres undefined),101.3,110.0,112.5,100.5,101.9,75.9,97.3,102.2,106.8

# 10 neighbouring compounds already listed, quoted:
SMILES,OVCAR-4,IGROV1,OVCAR-3,SK-OV-3,NCI/ADR-RES,NCI-H522,OVCAR-5,NCI-H23,OVCAR-8
O=C(/C=C/c1cccc([N+](=O)[O-])c1)OCc1ccc2cc1OCC#C/C=C\C#CCO2,94.7,119.2,117.3,100.6,98.1,86.1,102.5,97.9,105.5
COc1ccc(/C=C(/NC(=O)c2ccccc2)C(=O)O)cc1OC,107.3,115.1,101.8,102.7,96.7,95.3,104.6,94.8,102.3
O=S(=O)(O)c1cc(Cl)cc(N=Nc2ccc(O)cc2O)c1O,94.9,130.2,98.6,120.6,113.6,104.8,111.1,109.9,93.3
CCSc1nc2sc3c(c2c(=O)n1-c1ccccc1)CCCCC3,106.2,108.9,113.2,95.1,96.1,85.8,105.6,106.0,96.1
Cc1cccn2c(C(=O)/C=C/c3ccc(N(C)C)cc3)cc(C(=O)/C=C/c3ccc(N(C)C)cc3)c12,100.8,99.0,115.7,105.0,96.7,88.2,105.4,106.2,101.2
COc1ccc(C2C(c3nn[nH]n3)=C(N)Oc3c2ccc2ccccc32)cc1 (centres undefined),83.7,53.6,64.7,79.5,28.3,23.9,103.9,69.1,83.8
COc1ccc(-c2cc(-c3ccc(OC)c(OC)c3)nc(SCCCCCCC(=O)O)n2)cc1,110.3,101.5,113.4,107.4,105.8,97.5,107.5,105.3,100.8
CCC(N)COC(=O)c1ccccc1 (centres undefined),107.9,105.8,100.5,100.4,109.7,93.9,112.3,103.0,95.6
c1ccc2c(c1)-c1ccccc1C2N1CCOCC1,100.3,79.1,115.5,110.5,97.2,/,97.4,93.9,101.3
COc1ccccc1Nc1ccc(N)cc1S(=O)(=O)O,107.6,100.5,99.5,84.1,97.7,86.5,97.4,101.0,102.7

# Remaining list, next part.
SMILES,OVCAR-4,IGROV1,OVCAR-3,SK-OV-3,NCI/ADR-RES,NCI-H522,OVCAR-5,NCI-H23,OVCAR-8
CN1C(=O)C2(SCC(C(=O)NC(C)(C)CC(C)(C)C)N2C(=O)C2CCCCC2)c2ccccc21 (centres undefined),95.3,96.9,110.8,99.7,89.6,87.8,97.0,97.2,81.1
Cc1ccc2sc(C)cc(=O)c2c1,101.3,118.3,111.3,111.4,109.5,95.5,111.9,108.0,104.5
Cc1cccc(/C=C\C(=O)c2ccc(Cl)cc2)c1,103.0&89.1,92.7&101.3,100.5&96.6,103.8&108.1,99.2&101.2,94.2,98.5&93.5,102.5&93.9,100.1&101.4
O=Nc1ccc(Nc2ccccc2)cc1,57.3,102.2,49.4,107.5,87.9,66.8,102.8,89.0,66.4
CCOC(=O)Cn1c(=O)sc2cc3ccccc3nc21,90.7,107.3,/,103.8,100.0,97.9,99.6,104.9,99.1
CCSc1nnc(C2=CC(=O)c3ccccc3C2=O)n1-c1ccccc1,86.5,86.9,86.6,95.8,100.5,69.5,118.6,92.3,94.3
CC[N+](CC)(CC)CCN1C(=O)CCC2(C)C1=CCC1C2CCC2(C)C1CCC2(C)O (centres undefined),104.8,105.1,112.5,99.6,101.7,97.9,105.1,101.1,101.7
NNC(=O)/C(=C\c1ccc([N+](=O)[O-])cc1)CC(=O)c1ccc(Cl)c(Cl)c1,80.0,70.0,97.2,99.9,84.9,77.2,87.8,91.6,90.9
Cc1oc(-c2ccccc2Cl)cc1C(=O)Nc1nccs1,94.9,83.0,106.9,85.0,78.9,87.6,98.5,87.0,84.7
O=C1NC(=O)c2cc(-c3ccccc3)sc2C1=O,/,97.1,95.2,101.4,104.4,86.0,110.3,85.8,92.6
